MgcRacGAP inhibition: MgcRacGAP GTPase-activating activity inhibitors, confirmation, biochemical, ADP Hunter fluorescence. MgcRacGAP-stimulated Rac1 GTP hydrolysis, ADP Hunter fluorescence; higher % means a stronger effect; GST-tagged Rac1 F28L mutant substrate. 0.6% of 340,000 active. AID 624330. inhibition, % at 30 µM, or IC50 in µM where a hit was titrated;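 active means first-screen hits whose inhibition reached a set limit at any dose in the follow-up dose series; inconclusive means inhibition above the set first-screen limit but never retested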;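 further: fluorescence reports GDP produced by GAP-driven GTP hydrolysis; strong numbers were not always called active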
RSV CPE inhibition: inhibition of RSV-induced cytopathic effect – HEp-2 cells, primary 10 µM value included (AID 2391) | HEp-2 cells, RSV-induced CPE inhibition; higher % means a stronger effect | 0.13% of 310,000 active | one-dose CPE inhibition, % at 10 µM; IC50 in µM for titrated hits; in the data active means a potency from the dose series; inconclusive means CPE inhibition mostly from about 23% at the one dose, without a potency; inactive means the rest, 99 in 100 with CPE inhibition below about 21%; further: strong numbers were not always called active
ER stress rescue: protection against thapsigargin-triggered cell killing – 384-well, CSM14.1, ATP luminescence, primary screen (AID 1222); CSM14.1 thapsigargin-induced death rescue, ATP luminescence; higher % means a stronger effect; one-dose cellular ATP content (survival), % at 20 µM; EC50 in µM for titrated hits; 190,000 tested, under 10 active;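 active means EC50 below 50 µM in the dose-response confirmation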;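 further: death triggered by thapsigargin at about 15 µM added after 2 h compound pretreatment; cell ATP read after overnight thapsigargin exposure of roughly 18 to 22 hours; normalized against plate controls of thapsigargin alone and 5% DMSO vehicle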
West Nile virus CPE: inhibition of WNV-induced cytopathic effect – cell-based, CPE readout (AID 1621). West Nile virus-infected cells, CPE inhibition; higher % means a stronger effect. CPE inhibition, % at 10 µM; hits with a dose series show IC50 in µM. 0.02% of 290,000 active; in the data active means a potency from the dose series; inconclusive means CPE inhibition mostly from about 3.7% at the one dose, without a potency; inactive means the rest, 99 in 100 with CPE inhibition below about 2.2%; further: strong numbers were not always called active
LYP inhibition: PTPN22 lymphoid phosphatase activity blockers – biochemical, fluorescence intensity, uHTS (AID 1779) | recombinant LYP phosphatase, fluorescence intensity; higher % means a stronger effect | 0.054% of 290,000 active | one-dose inhibition, % at 11.5 µM; IC50 in µM for titrated hits; in the data active means inhibition above about 50%;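 further: plate controls were vehicle with enzyme for no effect and no enzyme for full effect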
SV40 large T antigen: SV40 large T antigen inhibitors, biochemical (AID 1903). one-dose inhibition, % at 20 µM; IC50 in µM for titrated hits. 0.39% of 310,000 active. SV40 large T antigen ATPase/helicase inhibition assay; higher % means a stronger effect; in the data active means a potency from the dose series; inconclusive means inhibition mostly from about 32% at the one dose, without a potency; inactive means the rest, 99 in 100 with inhibition below about 32%; further: strong numbers were not always called active
Salmonella PhoP GFP: inhibitors of PhoP regulon expression, primary screen, Salmonella Typhimurium, GFP reporter (AID 1863). inhibition, % at 50 µM; hits with a dose series show IC50 in µM. 0.16% of 300,000 active. S. Typhimurium PhoP-regulated promoter GFP reporter, 4 h; higher % means a stronger effect;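 active means inhibition over 29.93%, a cutoff 3 SD above the screen mean, later confirmed by dose response; inconclusive means inhibition over 29.93% but no dose response follow-up; inactive means inhibition at most 29.93% or unconfirmed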;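 further: 0% = low Mg2+ inducing control and 100% = high Mg2+ repressing control; strong numbers were not always called active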
GPR35 arrestin U2OS: inhibition of zaprinast-stimulated GPR35 beta-arrestin translocation – imaging, U2OS, beta-arrestin-GFP, zaprinast agonist, primary screen (AID 2058); U2OS GPR35 beta-arrestin-GFP translocation imaging, zaprinast antagonism; higher % means a stronger effect; inhibition, % at 10 µM; hits with a dose series show IC50 in µM; 0.052% of 290,000 active;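 active means inhibition of at least 50% with at least 30 cells and total cytoplasm GFP at most 10,000,000; inconclusive means under 30 cells or total GFP of 10,000,000 plus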
NS5 inhibitors: flavivirus cap methylation enzyme inhibition – biochemical, confirmation dose response, primary screen (AID 588689); 0.3% of 340,000 active; inhibition, % at 25 µM; hits with a dose series show IC50 in µM; Dengue-2 NS5 methyltransferase capping enzyme assay, biochemical; higher % means a stronger effect; in the data active means a potency from the dose series; inconclusive means inhibition above about 29% without an active follow-up result
NS5 inhibitors pilot replicate: further read-out of NS5 inhibitors, marked with its call; inhibition, %; measured here: pilot screen replicate inhibition
Active calls of the source: *; u = inconclusive; x = no result given.

SMILES	MgcRacGAP inhibition	RSV CPE inhibition	ER stress rescue	West Nile virus CPE	LYP inhibition	SV40 large T antigen	Salmonella PhoP GFP	GPR35 arrestin U2OS	NS5 inhibitors	others
COc1ccc(-n2c(=O)[nH]cc(C(=O)Nc3ccc4c(c3)OCCO4)c2=O)cc1OC	2%	1.5%	x	-0.3%	-8%	2%	5%	4%	2%
O=C(O)/C=C/c1ccc(S(=O)(=O)Nc2ccc3[nH]c(=O)[nH]c3c2)cc1	2%	-0.3%	x	-0.4%	-8%	6%	10%	11%	-1%
Cc1oc(-c2ccccc2F)nc1CS(=O)(=O)CC(=O)N1CCOCC1	4%	0.6%	x	-0.1%	-2%	0%	12%	-13%	-4%
O=C(NC1CCc2ccccc21)c1cc(COc2ccc(F)cc2F)on1 (stereo not drawn)	2%	1.6%	-0.2%	-1.3%	-2%	-8%	-7%	-14%	-3%
O=C(O)c1cccnc1Sc1ccccc1	4%	2.2%	-3.6%	0.4%	-6%	11%	-9%	3%	-7%
Cc1nnc(C)n1/N=C/c1ccc(C(=O)O)cc1	7%	0.3%	5.3%	0.1%	-5%	5%	-16%	-3%	1%
COc1cc(C(=O)Nc2ccc(S(=O)(=O)Nc3ncccn3)cc2)c([N+](=O)[O-])cc1OC	3%	0.4%	-0.9%	0.5%	-7%	7%	-3%	2%	1%
COc1ccccc1/C=C1/C(=O)N(c2ccc([N+](=O)[O-])cc2)N=C1C	5%	1.3%	x	-0.4%	-11%	7%	-5%	-1%	3%
Oc1ccc(C(=S)N2CCCCCC2)cc1	7%	1.8%	-0.3%	-0.4%	2%	3%	15%	1%	-6%
O=C(CC1Oc2ccccc2NC1=O)NCc1ccccc1 (stereo not drawn)	4%	-1.2%	0.7%	-0.1%	-12%	1%	1%	21%	-4%
O=C(CSc1nncs1)NC1CCCc2ccccc21 (stereo not drawn)	0%	-0.2%	-0.9%	-0.7%	1%	11%	-5%	3%	-8%
COc1ccc(OCCC(=O)OCC(=O)NC2CCCCCCC2)cc1	-1%	0.6%	-0.1%	0.2%	-7%	24%	-3%	6%	-1%
Nc1nccc(-c2ccc(-n3cccc3)cc2)n1	0%	-1.9%	x	-0.3%	-10%	5%	-1%	-19%	1%
O=C(Nc1ccccc1C(F)(F)F)C1CCCC1	6%	1.9%	x	-0.2%	-6%	6%	4%	6%	-7%	NS5 inhibitors pilot replicate=-0.3
CCOC(=O)c1[nH]c(C)c(C(=O)NCCCN2CCOCC2)c1C	4%	-0.9%	-0.1%	0.0%	-2%	-2%	6%	5%	-1%
COc1cc2c(cc1NC(=O)c1cccc([N+](=O)[O-])c1C)oc1ccccc12	18%	5.5%	4.6%	2.5%	-4%	7%	-5%	-19%	0%
CN1CCN(C2=C(Cl)C(=O)C(c3cnc(N4CCCCC4)s3)=C(Cl)C2=O)CC1	u	3.9%	-0.5%	-0.5%	0%	25%	-4%	3%	u
Cc1c(C(=O)N2CCOCC2)sc2ncnc(N3CCc4ccccc4C3)c12	-4%	3.1%	2.6%	-0.1%	-2%	4%	14%	-5%	10%
COc1ccc(N2C(=O)CSC2c2ccccc2F)c(OC)c1 (stereo not drawn)	4%	0.6%	x	-0.3%	-7%	3%	2%	16%	-3%
COc1ccccc1Cn1nnc2c(=O)[nH]c(C3CCN(C(=O)c4ccccc4Cl)CC3)nc21	10%	-3.5%	-0.8%	0.6%	4%	6%	-8%	1%	-7%
Cc1cc(C)c2nc(SCC(=O)NCC3CCCO3)c(C#N)cc2c1 (stereo not drawn)	3%	-0.9%	2.1%	0.4%	-6%	20%	-1%	-8%	1%
CCCCC(=O)N(Cc1nc2sc(C)c(C)c2c(=O)[nH]1)C1CCCC1	11%	1.5%	2.4%	-1.6%	0%	29%	0%	2%	-1%
CCN1CCN(C(=S)c2ccc(-c3ccccc3)cc2)CC1	6%	1.3%	2.1%	-0.7%	-4%	9%	4%	6%	4%
O=C(N/N=C/C1C(c2ccccc2)C1(Cl)Cl)c1cccc(Cl)c1 (stereo not drawn)	-2%	1.3%	-1.8%	-0.1%	6%	11%	31%	15%	6%
CC(=O)c1ccc(NC(=O)Nc2sc(NS(=O)(=O)c3ccccc3)nc2C)cc1	-37%	0.7%	-0.4%	-0.2%	0%	32%	5%	14%	-25%
CCN(C(=O)c1cc2cccc(OC)c2oc1=O)C1CCCCC1	7%	0.3%	-2.2%	-0.3%	-1%	5%	4%	-5%	2%
CCCN(CCC)CCCNC(=O)CS(=O)Cc1nc(-c2ccc(OC)c(OC)c2)oc1C (stereo not drawn)	-1%	-0.1%	-2.3%	0.3%	5%	21%	-7%	-2%	-10%
Cc1ccc(-c2nnn(CC(=O)Nc3ccc(S(=O)(=O)N4CCC(C)CC4)cc3)n2)cc1	1%	2.7%	3.5%	-1.2%	-3%	9%	6%	-1%	-6%
COc1ccc(CN2C(=O)CSCC2=O)cc1OC	7%	0.5%	x	0.1%	-5%	24%	11%	10%	1%
Cc1ccccc1NC(=O)CSc1ccc(-c2ccccn2)nn1	5%	3.2%	x	-0.6%	-10%	13%	0%	0%	-11%
Cc1ccc(S(=O)(=O)NNC(=O)CCCCC(=O)NNS(=O)(=O)c2ccc(C)cc2)cc1	-1%	3.4%	0.1%	-0.2%	-4%	-1%	0%	5%	-2%
COc1ccc(-c2csc(NC(=O)c3ccccc3NS(=O)(=O)c3ccc(F)c(F)c3)n2)cc1	9%	-4.0%	-2.3%	u	8%	4%	0%	-22%	17%
O=C(c1ccccc1)N1CCn2c1nc1ccccc12	-2%	0.1%	-0.8%	0.1%	-5%	x	x	0%	-12%
Cc1cccc(/N=C/C2=C(O)CC(C)(C)CC2=O)n1	9%	2.0%	x	0.1%	-4%	6%	-7%	10%	1%
COc1ccc(CCNC(=O)Cn2c(=O)n(-c3cc(F)ccc3F)c(=O)c3sccc32)cc1OC	2%	1.4%	-3.6%	-0.6%	-3%	12%	2%	-17%	-1%
COC(=O)c1c(-n2cnnn2)sc(C)c1C	2%	1.6%	-1.5%	0.9%	-10%	2%	-7%	-6%	-8%
N#CC(Sc1ccccn1)c1ccc(Cl)cc1Cl (stereo not drawn)	-2%	0.5%	3.0%	0.9%	-4%	7%	-2%	-6%	-3%
N#Cc1c2n(c(=S)n(-c3ccc(F)cc3)c1=O)CCCCC2	0%	0.2%	x	-0.6%	2%	7%	-6%	-2%	-2%
COc1cccc(CN2CCC(CO)(CC3CCCCO3)CC2)c1 (stereo not drawn)	11%	0.8%	-1.7%	-0.7%	2%	5%	-2%	-9%	-4%
C=CCn1c(SCC(=O)N(CCO)CCO)nc2sc3c(c2c1=O)CCC3	9%	1.9%	x	-0.3%	-8%	16%	-7%	19%	0%
Cc1cc(C)n(CCc2nc(-c3ccc(C)o3)cs2)n1	15%	-0.1%	-1.9%	-0.2%	0%	28%	1%	2%	-21%
CN(CCO)Cc1csc2ccc(Br)cc12	2%	-0.6%	0.0%	0.5%	-3%	14%	31%	6%	0%
CCOC(=O)C1CCN(c2ncnc3c2oc2ccc(Cl)cc23)CC1	17%	2.7%	-0.9%	-0.1%	0%	4%	3%	6%	-3%
Cc1ccc(C(=O)CSc2nc(O)cc(=O)[nH]2)cc1C	6%	1.7%	x	-0.5%	-9%	3%	-6%	-4%	3%	NS5 inhibitors pilot replicate=-1.5
CCOC(=O)CC1=NS(=O)(=O)c2ccccc2N1	-4%	-0.1%	x	0.4%	-1%	6%	0%	14%	-2%

Taken from above (nine entries):
SMILES	MgcRacGAP inhibition	RSV CPE inhibition	ER stress rescue	West Nile virus CPE	LYP inhibition	SV40 large T antigen	Salmonella PhoP GFP	GPR35 arrestin U2OS	NS5 inhibitors	others
N#CC(Sc1ccccn1)c1ccc(Cl)cc1Cl (stereo not drawn)	-2%	0.5%	3.0%	0.9%	-4%	7%	-2%	-6%	-3%
N#Cc1c2n(c(=S)n(-c3ccc(F)cc3)c1=O)CCCCC2	0%	0.2%	x	-0.6%	2%	7%	-6%	-2%	-2%
COc1cccc(CN2CCC(CO)(CC3CCCCO3)CC2)c1 (stereo not drawn)	11%	0.8%	-1.7%	-0.7%	2%	5%	-2%	-9%	-4%
C=CCn1c(SCC(=O)N(CCO)CCO)nc2sc3c(c2c1=O)CCC3	9%	1.9%	x	-0.3%	-8%	16%	-7%	19%	0%
Cc1cc(C)n(CCc2nc(-c3ccc(C)o3)cs2)n1	15%	-0.1%	-1.9%	-0.2%	0%	28%	1%	2%	-21%
CN(CCO)Cc1csc2ccc(Br)cc12	2%	-0.6%	0.0%	0.5%	-3%	14%	31%	6%	0%
CCOC(=O)C1CCN(c2ncnc3c2oc2ccc(Cl)cc23)CC1	17%	2.7%	-0.9%	-0.1%	0%	4%	3%	6%	-3%
Cc1ccc(C(=O)CSc2nc(O)cc(=O)[nH]2)cc1C	6%	1.7%	x	-0.5%	-9%	3%	-6%	-4%	3%	NS5 inhibitors pilot replicate=-1.5
CCOC(=O)CC1=NS(=O)(=O)c2ccccc2N1	-4%	-0.1%	x	0.4%	-1%	6%	0%	14%	-2%

More results.
SMILES	MgcRacGAP inhibition	RSV CPE inhibition	ER stress rescue	West Nile virus CPE	LYP inhibition	SV40 large T antigen	Salmonella PhoP GFP	GPR35 arrestin U2OS	NS5 inhibitors	others
COc1ccccc1Cc1nc(-c2ccncc2)no1	4%	8.6%	0.6%	-1.1%	-6%	8%	8%	5%	-9%
CCN(CC(=O)NC(=O)NCc1ccccc1)Cc1ccccc1	3%	1.9%	x	-0.3%	-8%	7%	6%	16%	0%
CCOC(=O)c1cnc(SCC(=O)Nc2nnc(CC)s2)nc1N	6%	1.1%	-0.2%	0.2%	-5%	-3%	9%	0%	-4%
CCC(C(=O)NC1CCCC1)N(C(=O)Cn1nnc(-c2ccc(C)o2)n1)c1ccc(OC)cc1 (stereo not drawn)	3%	1.0%	x	-0.6%	-7%	3%	-5%	-16%	-1%
Cc1c(C(=O)Nc2ccc3c(c2)OCO3)sc2ncn(CC(=O)N3CC(C)CC(C)C3)c(=O)c12 (stereo not drawn)	-4%	3.0%	1.1%	0.1%	-4%	-2%	-2%	10%	0%
Cc1nc2cc(S(=O)(=O)N(C)C)ccc2n1-c1ccccc1	10%	0.6%	-0.6%	0.8%	-4%	12%	4%	-11%	0%
Cc1cc(C)c2nc(-c3ccccn3)cc(C(=O)NCCc3ccc(S(N)(=O)=O)cc3)c2c1	8%	-0.2%	-1.3%	0.2%	-6%	1%	4%	-7%	1%
O=c1ccc(-c2ccccc2)n[nH]1	0%	u	4.6%	0.7%	-6%	1%	11%	-10%	-3%
